Source: PubChem
Cardiac RTF inh: cardiac RTF calcium desensitization | P19429+P45379 | IANBD-labeled cardiac RTF, Ca2+ fluorescence | inhibition, % at 7.15 µM | 0.12% of 340,000 active | AID 493244;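 active = inhibition above the mean inhibition of all tested compounds plus 3 SD, cut at about 17% in these data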;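 note: assay run at fixed EC70 calcium of 1.6 mM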
DAGLB inhibitor: diacylglycerol lipase beta (human) inhibition; HEK293T DAGLB membrane lysate, EnzChek fluorogenic substrate; inhibition, % at 5.17 µM; 0.059% of 340,000 active; in the data active = inhibition above about 34%;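 note: 0% = enzyme with vehicle and 100% = wells lacking enzyme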
C-LANA FP: inhibitors of KSHV LANA C-terminal domain DNA binding; 0.078% of 340,000 active; MBP-C-LANA/FAM-LBS DNA binding, fluorescence polarization; AID 504423; inhibition, % at 9 µM;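 active = highest replicate inhibition at or above 60% at 9 µM, even if other replicates fall short; inactive = all replicates below 60% inhibition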;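 note: 0% = neutral control wells and 100% = 4 µM acridine orange control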
cardiac RTF act: increases calcium sensitivity of human cardiac regulated thin filaments; P19429+P45379; IANBD-labeled TnC RTF fluorescence at EC20 calcium; 0% EC20 calcium, 100% full calcium; activation, % at 7.2 µM; 0.24% of 340,000 active; AID 493008;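 active = activation above the mean over all tested compounds plus 3 SD, cut at about 30% in these data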;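 note: rise in fluorescence read as greater calcium sensitivity of cardiac thin filaments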
CAL PDZ FP-1: blocks peptide binding to the human CAL PDZ domain | 0.92% of 300,000 active | inhibition, % at 24.9 µM | purified CAL PDZ, TMR-peptide fluorescence polarization, 1 h | AID 602252;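 active = mean inhibition of at least 30% with at least half of replicates also reaching 30%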;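 note: 0% = DMSO neutral control and 100% = excess unlabeled competitor peptide PRC23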
SR-BI uptake up: enhances SR-BI lipid uptake from DiI-HDL. CHO ldlA[mSR-BI] cells, DiI-HDL uptake fluorescence, 3 h; 100 = double the neutral-control signal. 0.096% of 320,000 active. activation, % at 12.5 µM;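 active = mean replicate activation of at least 60% and every replicate at or above 60%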;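 note: 0% = median plate neutral-control signal and 100% = twice that signal; values of inactives mirror those of a sister screen read the other way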
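Assay system: LDL receptor-deficient CHO ldlA cells overexpressing murine SR-BI / Medium: BSA-supplemented, HEPES-buffered Ham's F12, pH 7.4 / Probe or stimulus: DiI-labelled HDL at 10 µg/mL final / Timing: compound with DiI-HDL co-incubation, 3 h at 37 °C / Technique: bottom-read cell fluorescence after medium removal, ex 550/em 595 nm / Measure: HDL uptake via cellular fluorescence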
Keap1-Nrf2 PPI: disrupts human Keap1 binding to Nrf2 peptide | inhibition, % at 9.4 µM | Keap1 Kelch-Nrf2 peptide fluorescence polarization, 1536-well | 0.15% of 340,000 active; in the data active = inhibition above about 12%;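 note: human Keap1 Kelch domain with fluorescein labeled Nrf2 9mer peptide probe; 0% = neutral control wells and 100% = peptide positive control; higher means more block of Keap1 binding to Nrf2 peptide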
Rtt109 HAT inh: C. albicans Rtt109 histone acetyltransferase inhibition | Q5AAJ8 | purified Rtt109/Vps75, ThioGlo CoA-SH fluorescence, 4 h | inhibition, % at 34.9 µM | 0.16% of 330,000 active | AID 540336;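 active = inhibition of at least 50% in every replicate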
Target sequence (Q5AAJ8 whole entry, looked up): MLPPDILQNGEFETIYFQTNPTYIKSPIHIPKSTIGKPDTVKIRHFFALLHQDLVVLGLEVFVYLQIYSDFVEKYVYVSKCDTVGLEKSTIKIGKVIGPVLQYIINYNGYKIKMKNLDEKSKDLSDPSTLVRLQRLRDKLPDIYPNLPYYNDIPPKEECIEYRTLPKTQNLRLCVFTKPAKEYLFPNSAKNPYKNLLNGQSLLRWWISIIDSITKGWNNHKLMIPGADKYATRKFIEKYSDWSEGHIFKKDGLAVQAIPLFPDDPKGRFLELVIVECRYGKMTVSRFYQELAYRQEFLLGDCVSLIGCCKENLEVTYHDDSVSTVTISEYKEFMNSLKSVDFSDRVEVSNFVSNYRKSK
PKA-R2B activ: PKA-R2B complex activation. activation, % at 11.4 µM. PKA-R2B holoenzyme dissociation, Cy5-IP20 fluorescence polarization; R2B truncated from residue 108, S112A mutant; 0% DMSO only, 100% 113 µM cGMP. P22694+P31323. 0.079% of 340,000 active;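 active = activation above a cutoff set at the mean over all compounds plus 3 SD, cut at about 18% in these data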;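 note: higher means more holoenzyme dissociation and a rise in polarization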
Target sequence (P31323 whole entry, looked up, other chains not shown, the tested form may be a part): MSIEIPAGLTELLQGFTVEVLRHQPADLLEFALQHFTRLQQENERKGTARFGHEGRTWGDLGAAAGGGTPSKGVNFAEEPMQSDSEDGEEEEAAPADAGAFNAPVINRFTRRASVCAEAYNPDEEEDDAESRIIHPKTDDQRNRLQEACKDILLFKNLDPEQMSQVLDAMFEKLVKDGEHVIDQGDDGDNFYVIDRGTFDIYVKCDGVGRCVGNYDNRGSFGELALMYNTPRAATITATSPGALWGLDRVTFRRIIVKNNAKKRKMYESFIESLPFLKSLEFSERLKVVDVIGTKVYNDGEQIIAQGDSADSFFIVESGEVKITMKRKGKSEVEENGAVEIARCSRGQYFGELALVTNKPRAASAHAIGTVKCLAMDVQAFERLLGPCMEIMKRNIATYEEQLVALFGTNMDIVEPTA
CAL PDZ FP-2: human CAL PDZ-peptide interaction inhibition. purified CAL PDZ, TMR-peptide fluorescence polarization, 1 h. inhibition, % at 20 µM. 0.02% of 330,000 active. AID 504414;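 active = highest replicate inhibition of at least 40%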;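 note: plate controls were DMSO neutral control wells for no effect and unlabeled competitor peptide control wells for full effect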
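material = purified tagged CAL PDZ domain construct (CerCALP) | buffer or medium = sodium phosphate/NaCl buffer pH 7.4 with TCEP, IgG, Thesit | reagent = TMR-labelled reporter peptide T*-PRC34 bound in PDZ groove | incubation = 1 h room-temperature incubation prior to read | measured by = fluorescence polarization (mP) | evaluation = percent inhibition from loss of millipolarization | control set = unlabelled peptide and DMSO controls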
* hit, by the source's call; nt = no result given.

SMILES | Cardiac RTF inh | DAGLB inhibitor | C-LANA FP | cardiac RTF act | CAL PDZ FP-1 | SR-BI uptake up | Keap1-Nrf2 PPI | Rtt109 HAT inh | PKA-R2B activ | CAL PDZ FP-2
COc1cccc(Cn2c(=O)c3ccccc3n3nc(C)cc23)c1 | 3 | -1 | 0.8 | 6 | -5 | -12 | 3 | -2 | -2 | -2.8
O=C(c1sc2ccccc2c1Cl)N1CCN(c2ncccn2)CC1 | 14 | -7 | 0.8 | 2 | -3 | -1 | -2 | nt | -3 | -2.6
COC(=O)c1c(C)oc2ccc(NS(=O)(=O)c3cc(OC)ccc3OC)cc12 | -4 | 2 | 2.4 | -1 | -4 | -1 | 5 | 11 | -6 | -0.4
COCCN(C(=O)COC(=O)c1c(NC(C)=O)sc(C)c1C)c1c(N)n(Cc2ccccc2)c(=O)[nH]c1=O | -15 | 8 | -1.6 | -4 | -3 | -64 | 6 | 3 | 5 | -2.0
Cc1ccccc1NC(=O)c1c([N+](=O)[O-])c(C(C)(C)C)nn1C | -2 | -1 | 0.8 | 3 | -2 | 36 | 1 | 9 | 3 | 0.6
COc1ccccc1N(Cc1ccccc1)S(=O)(=O)c1cccc(C(=O)Nc2cc(C)ccn2)c1 | -2 | -1 | 1.5 | -2 | -2 | 10 | -2 | -2 | -11 | -1.5
CCc1ccc(NC(=O)c2ccc(F)c(S(=O)(=O)N(CC)c3ccccc3)c2)cc1 | -12 | -13 | 1.0 | -3 | -8 | -15 | 3 | -3 | -4 | -0.6
Cc1ccc(S(=O)(=O)N(C(=O)c2ccncc2)c2ccc(OC(=O)c3ccncc3)cc2)cc1 | 10 | 0 | 0.0 | 0 | 0 | 31 | -2 | 2 | 2 | -1.2
CC1CCN(CC(C)CNC(=O)c2cc(-c3ccccn3)nc3ccccc23)CC1 (centres undefined) | -6 | -1 | 0.1 | -2 | nt | -1 | 1 | 4 | -7 | -0.7
Cn1cc(C(=O)N2CCCCCC2)c(=O)c2cc(S(=O)(=O)N3CCCCC3)ccc21 | -6 | 0 | -1.2 | -7 | 0 | 26 | 2 | -2 | -5 | -3.6
O=C(COC(=O)CC1CC2CCC1C2)Nc1ccc(F)cc1 (centres undefined) | 4 | -1 | 2.4 | -6 | -1 | 28 | 4 | 1 | 3 | -1.3
COc1ccc(C(=O)Nc2ccc(Cl)c(Cl)c2)c(OC)n1 | -13 | -4 | 1.3 | 8 | -1 | -7 | -4 | -3 | 3 | nt
O=C(c1cccs1)N1CCN(C/C=C/c2ccccc2)CC1 | 4 | -3 | -0.3 | 4 | -3 | 10 | -2 | -5 | -5 | 0.4
CC(C)C(NS(=O)(=O)c1ccccc1)C(=O)NC1CCCC1 (centres undefined) | -14 | -1 | 2.9 | 1 | 0 | 11 | -2 | -4 | -1 | -1.7
CCCCC(=O)NC(=S)NNC(=O)CC | -8 | 1 | 0.1 | -3 | 2 | 36 | 1 | -2 | -13 | -2.4
COc1cccc(CN(C)c2nc(-c3cccs3)nc3ccccc23)c1 | -9 | -9 | -0.3 | 4 | -3 | -24 | 0 | nt | 15 | -3.3
CCCCOC(=O)Nc1cccc(C(=O)OCC)c1 | 4 | -3 | 1.1 | 0 | -2 | -12 | -4 | 4 | 2 | -1.5
CCOC(=O)c1ccc(NCc2ccc(N(C)C)cc2)cc1 | -5 | 2 | -0.2 | 1 | 3 | 19 | 0 | -3 | -7 | -0.6
CCOC(=O)NC(=O)c1cn(Nc2ncc(Cl)cc2C(F)(F)F)c(=O)[nH]c1=O | -3 | -2 | 0.9 | 0 | nt | 9 | -5 | -5 | -8 | -1.0
CCc1cc2c(C)ccc(C)c2nc1SCC(=O)Nc1cc(C)on1 | -25 | -2 | 1.4 | 5 | -3 | -8 | 0 | -2 | -3 | -3.5
CCCCc1nc2cc(C(=O)NCCc3c(C)n[nH]c3C)ccc2o1 | 3 | 3 | 0.0 | 0 | nt | -21 | -7 | 1 | -12 | 0.5
COc1ccccc1C1CCN(Cc2ccc3ccccc3c2)CC1 | -4 | -15 | -1.0 | 5 | 0 | 14 | -1 | 7 | -8 | -2.0
CC(Cc1cccs1)NC(=O)Nc1cccc(Cl)c1 (centres undefined) | -8 | -4 | 0.8 | -1 | 0 | 13 | -4 | 2 | 4 | -0.9
Cc1ccc(OC(=O)COc2ccccc2)c(-n2nc3ccccc3n2)c1 | 2 | -15 | -0.3 | 5 | -4 | 16 | 7 | -3 | -7 | -1.9
CC(=O)NCCc1nc2cc(NC(=O)Nc3ccccc3)ccc2n1C | -17 | -1 | 1.4 | -5 | -4 | 16 | -6 | 4 | -5 | -3.8
CC(=O)Nc1ccc(NC(=O)c2cccc(-c3cc4ccccc4oc3=O)c2)cc1 | -1 | 7 | 0.5 | 4 | -10 | -33 | -8 | -7 | 2 | -0.4
Clc1ccc(Cn2c(/C=C/c3ccco3)nc3ccccc32)cc1 | -3 | 4 | -1.6 | 9 | -2 | -19 | -2 | -6 | -6 | -1.5
O=C(N1CCN(c2ccccc2F)CC1)C1(S(=O)(=O)c2ccc(Cl)cc2)CC1 | -6 | -2 | 0.2 | -6 | -4 | 13 | -2 | 7 | -7 | -2.9
Brc1ccc(Oc2nsnc2N2CCOCC2)cc1 | -8 | -4 | 0.5 | 0 | 0 | -37 | -3 | 2 | -1 | -1.3
Cc1cccnc1NC(=O)CN1C(=O)COc2ccc(Cl)cc21 | -1 | 3 | 1.3 | 9 | -4 | 6 | -3 | -5 | -12 | -0.4
CN(C)c1ccc(C(=O)OCC(=O)NC2CCCCCC2)cc1 | -9 | -3 | 0.8 | 1 | 32* | 4 | 1 | -1 | -1 | 28
CCC[C@@H](CN1CCC[C@H]1CN1C(N)=NC[C@H]1CC(C)C)N1C[C@@H](Cc2ccccc2)N(CCc2ccc(Cl)c(Cl)c2)C1=N | -5 | 3 | -2.0 | -9 | -2 | -12 | -2 | -6 | 2 | -5.2
Cc1ccc(CNC(=O)C2CCC(=O)N(Cc3cccc(C(F)(F)F)c3)C2)o1 (centres undefined) | -10 | 2 | -0.9 | -1 | -3 | -11 | -1 | 6 | 2 | -0.4
Cc1ccccc1-n1c(SCC(=O)N/N=C/c2sccc2C)nc2ccccc2c1=O | -2 | -1 | -1.8 | -6 | nt | 14 | 3 | 1 | -6 | -0.4
O=C1NC[C@H](Cc2ccccc2)N(CC2CCN(CCc3ccccc3)CC2)C1=O | 4 | 0 | 0.9 | -4 | 1 | 9 | -2 | -4 | -5 | 0.6
Cc1cccc(C)c1NC(=O)CSc1nnc(-c2ccoc2C)n1CCc1ccccc1 | 0 | 1 | -0.2 | 3 | -3 | 4 | 1 | -2 | -4 | nt
Cc1ccc(S(=O)(=O)CC(C)(O)CS(=O)(=O)c2ccc(C)cc2)cc1 | -3 | -3 | 0.9 | 4 | nt | 5 | 5 | -4 | 7 | 0.0
O=C1/C(=C\c2ccccc2)SC(=S)N1CCC(=O)N1CCCCC1CCO (centres undefined) | -3 | 1 | 0.5 | -1 | -13 | 13 | -2 | 0 | 4 | -2.4
Cc1cccc(C(=O)NNC(=S)NC(=O)c2ccccc2)c1 | 0 | -4 | 0.0 | 0 | nt | 6 | -3 | 2 | -5 | -0.5
Fc1ccc2[nH]c3c(c2c1)CN(C(=S)NCc1ccccc1)CC3 | -2 | -5 | -6.7 | 5 | nt | 7 | 5 | 4 | -4 | -1.6
COc1ccc(NC(=O)Nc2nnc(C(C)(C)C)s2)cc1 | 4 | 1 | 0.0 | 1 | 47* | 3 | 0 | -6 | -8 | -1.4
COc1ccccc1C(=O)O/N=C(/c1ccncc1)c1ccc([N+](=O)[O-])cc1 | -22 | 3 | 0.0 | -8 | 3 | -23 | -5 | -3 | 2 | -1.2
COc1ccc(S(=O)(=O)N2CCCCCC2)cc1NC(=O)Cc1cc(OC)c(OC)c(OC)c1 | 1 | -2 | 0.4 | 1 | 9 | -13 | 1 | 10 | -9 | -1.0
Cc1ccc(C2=C/C(=C/c3cccnc3)C(=O)O2)c(C)c1 | 4 | 2 | -1.4 | 0 | -5 | 6 | -5 | -3 | -5 | -3.9
COc1ccc(Cl)cc1C(=O)Nc1cccc(-c2ccc3nncn3n2)c1 | 9 | 2 | -1.1 | -6 | -1 | nt | -2 | nt | 2 | -3.8
CCCCn1c(N)c(N(CCOC)C(=O)c2c(CC)noc2C)c(=O)[nH]c1=O | -8 | 1 | 1.0 | 2 | -3 | 23 | -9 | 4 | -2 | -1.0
OCCCNCc1ccc(-c2ccccc2)cc1 | -2 | 0 | -0.4 | 4 | 1 | 20 | -3 | -5 | 3 | -0.4
Cc1ccnc(NC(=O)CCc2c[nH]c3ccccc23)c1 | -8 | 1 | -0.8 | 4 | -1 | -9 | -6 | -8 | -5 | 0.0
CCc1nc(NC(=O)c2sc(C)nc2C)sc1C(=O)OC | 2 | -2 | -1.0 | -2 | -2 | -27 | 0 | -1 | -3 | -0.3
CC(C)SCc1nc2ccccc2[nH]1 | -4 | 0 | -0.2 | 3 | -1 | -7 | -4 | -4 | -12 | -0.3
COc1ccc(-n2c(=S)[nH]c3cc(C(=O)Nc4ccccc4OC)ccc3c2=O)c(OC)c1 | -17 | 1 | 0.1 | -6 | nt | nt | -2 | -3 | 2 | -2.2
CC1(NC(=O)c2ccccc2)CCN(CCc2cccs2)C1=O (centres undefined) | -5 | -1 | -0.2 | -2 | 2 | 26 | -5 | -2 | 5 | 0.6
CC(=O)N1CCc2cc(Br)cc(S(=O)(=O)N3CCN(c4ccccn4)CC3)c21 | -2 | 1 | 1.1 | -2 | -2 | 16 | 3 | 2 | -6 | nt
CCS(=O)(=O)Nc1cccc(C2=NN(S(=O)(=O)c3ccc(F)cc3)C(c3cccs3)C2)c1 (centres undefined) | -3 | -4 | 3.2 | 2 | -3 | 16 | -7 | 6 | -7 | -2.9
CC(OC(=O)Cc1ccsc1)C(=O)Nc1ccc(C(N)=O)cc1 (centres undefined) | -8 | -4 | -0.8 | 3 | nt | 19 | -1 | 0 | -9 | 0.0
O=C(N/C(=C/c1ccc(Br)cc1)C(=O)N1CCOCC1)c1cccs1 | -4 | 0 | 0.8 | 2 | -2 | 2 | -1 | 3 | 1 | -2.0
Cc1noc(C)c1Cn1nc(C(=O)O)c2ccccc2c1=O | -1 | -1 | -0.9 | 3 | 0 | 7 | -4 | -6 | -3 | -1.1
